# Screening data deposited in PubChem by several laboratories.
# MEKK2mut PB1 HTS = signal of MEK5 binding to mutant human MEKK2 PB1 domain. percent response, % at 10 µM. hit rate 0.35% among 290,000. bead flow cytometry, Alexa488-MEK5 binding to MEKK2 mutant; in the data active = percent response above about 24%, passing the limit was not always enough; also: inactives centre near 1; some results filed as inactive read as strong as hits
# GalR3 antagonist = antagonists of human GalR3. HEK293 GalR3-CNG cAMP membrane potential fluorescence; galR3 body fused to GalR1 C-terminus. inhibition, % at 3 µM. hit rate 0.44% among 360,000. AID 651719;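 active = inhibition above the screen-wide average plus 3 SD, cut at about 13% in these data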;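 also: forskolin and galanin both at EC90 stimulate the cells; cAMP rise reported by CNG channel membrane potential dye signal; 0% = forskolin plus galanin with DMSO and 100% = forskolin alone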
# Target sequence (O60755 1-299 limits assumed): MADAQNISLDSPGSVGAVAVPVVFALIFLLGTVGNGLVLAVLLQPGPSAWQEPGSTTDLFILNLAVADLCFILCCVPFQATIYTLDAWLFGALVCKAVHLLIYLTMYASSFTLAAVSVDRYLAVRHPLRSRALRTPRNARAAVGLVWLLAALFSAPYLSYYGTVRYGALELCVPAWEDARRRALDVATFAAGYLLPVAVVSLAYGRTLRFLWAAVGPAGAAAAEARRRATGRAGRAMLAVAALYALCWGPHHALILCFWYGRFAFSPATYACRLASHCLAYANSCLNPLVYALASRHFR
# MEKK2 WT-MEK5 = raises or lowers MEK5 binding to wildtype human MEKK2 PB1 domain. hit rate 1.1% among 290,000. bead flow cytometry, Alexa488-MEK5 binding to MEKK2 WT; actives lie on both sides. binding response (% of control), % at 10 µM. Q9Y2U5; in the data active = binding response below about 67% or above about 130%
# OXTR potentiate = potentiators of human oxytocin receptor; P30559; CHO-OTR cells, Fluo-8 calcium fluorescence, potentiator mode; 0% = oxytocin EC15, 100% = EC100; activation, % at 3 µM; hit rate 0.061% among 320,000; AID 2445;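 active = activation above that plate's cutoff, the mean activation of tested compounds plus 3 SD, cut at about 6.6% in these data, passing the limit was not always enough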;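 also: 100% uses oxytocin at 75 nM as the full agonist control; some results filed as inactive read as strong as hits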
# Target sequence (P30559 whole entry, looked up): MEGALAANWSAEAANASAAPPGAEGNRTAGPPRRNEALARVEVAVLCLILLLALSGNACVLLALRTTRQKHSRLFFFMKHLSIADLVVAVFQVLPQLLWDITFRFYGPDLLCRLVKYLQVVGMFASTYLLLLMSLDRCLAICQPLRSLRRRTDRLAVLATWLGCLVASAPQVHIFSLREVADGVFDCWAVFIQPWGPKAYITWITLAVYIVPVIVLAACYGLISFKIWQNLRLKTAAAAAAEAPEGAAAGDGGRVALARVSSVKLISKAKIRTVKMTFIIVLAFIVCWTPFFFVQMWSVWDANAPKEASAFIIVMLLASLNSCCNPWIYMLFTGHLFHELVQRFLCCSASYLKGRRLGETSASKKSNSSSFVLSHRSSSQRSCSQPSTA
#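 Measured by – Fluo-8 calcium dye fluorescence · Test system – human OTR in CHO cells · Dosing – one concentration, 3.0 µM compound · Controls – EC15 oxytocin alone as 0%, 75 nM oxytocin as 100% · Evaluation – normalized max/min fluorescence ratio, % activation · Timing – 6 min pre-incubation, 100 s read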
# M18AAP inhibitor = blocks P. falciparum M18 aspartyl aminopeptidase; inhibition, % at 7.35 µM; AID 1822; hit rate 1.2% among 290,000; recombinant PfM18AAP, H-Glu-NHMec fluorogenic cleavage;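 active = inhibition above the campaign mean inhibition over all tested compounds plus 3 SD, cut at about 28% in these data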;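 also: 0% = plate median of test compound wells and 100% = 2 mM ZnCl2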
# OXTR ag = human OXTR agonism. CHO-OTR cells, Fluo-8 calcium fluorescence; normalized: DMSO 0%, oxytocin 100%. activation, % at 3 µM. hit rate 0.32% among 320,000. AID 2435;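 active = activation above the mean of all tested compounds plus 3 SD, cutoff set per screening run, cut at about 20% in these data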;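 also: peak over basal fluorescence ratio from a 100 s FLIPR kinetic read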
# NALP1 inh = blocks the NALP1 inflammasome reconstituted in yeast; S. cerevisiae NALP1/ASC/caspase-1 growth, X-gal OD620, 72 h; inhibition, % at 10 µM; hit rate 0.61% among 280,000; AID 2071; in the data active = inhibition mostly above about 24%, no sharp cut-off; inactive = mostly below about 32%; also: some compounds called inactive have numbers as strong as hits
# V1R ag counter = V1a receptor agonism, counter-screen for OXTR agonists; activation, % at 3 µM; CHO-V1R cells, Fluo-8 calcium fluorescence, agonist mode; 0% DMSO, 100% 3 nM vasopressin; P37288; hit rate 0.25% among 320,000;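 active = activation above the mean activation of all tested compounds plus 3 SD, per screening run, cut at about 20% in these data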;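 also: signal is peak over basal fluorescence ratio across a 100 second FLIPR read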
# GPR7 antagonist = human neuropeptides B/W receptor 1 antagonism. inhibition, % at 4.4 µM. P48145. hit rate 1.1% among 290,000. GPR7-expressing cells, fluorescence antagonist assay. AID 1861; in the data active = inhibition above about 16%, passing the limit was not always enough;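 also: cells stimulated with the agonist NPW; 0% = agonist with vehicle and 100% = vehicle without agonist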
# Target sequence (P48145 whole entry, looked up): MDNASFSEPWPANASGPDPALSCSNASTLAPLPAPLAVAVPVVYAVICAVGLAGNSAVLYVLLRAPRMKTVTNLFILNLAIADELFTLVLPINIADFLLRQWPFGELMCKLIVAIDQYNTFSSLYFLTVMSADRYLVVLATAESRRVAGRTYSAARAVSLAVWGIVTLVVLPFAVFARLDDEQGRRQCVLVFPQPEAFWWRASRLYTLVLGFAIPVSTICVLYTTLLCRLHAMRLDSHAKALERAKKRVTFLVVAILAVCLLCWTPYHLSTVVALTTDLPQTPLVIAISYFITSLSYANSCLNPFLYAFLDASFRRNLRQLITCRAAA
# * hit, by the source's call; . = no result given.
SMILES,MEKK2mut PB1 HTS,GalR3 antagonist,MEKK2 WT-MEK5,OXTR potentiate,M18AAP inhibitor,OXTR ag,NALP1 inh,V1R ag counter,GPR7 antagonist
Cc1sc2ncn(CC(=O)N3CCC(C(N)=O)CC3)c(=O)c2c1S(=O)(=O)N1CCOCC1,-5,-7,94,-5,-1,-0.3,9,-0.1,-3
CCN(CC)CC(=O)Nc1sc(C)cc1C(=O)c1ccccc1,6,-10,106,4,3,-2.4,10,-1.9,-21
CCOc1cccc(C(=O)Nc2ccc(NC(=O)c3cc4ccccc4o3)c(OC)c2)c1,6,-10,100,-7,0,0.2,10,1.3,-20
Cc1cc(C)c(C(=O)N2CCCC(N3CCN(c4cccc(C(F)(F)F)c4)CC3)C2)o1 (stereo not drawn),7,-2,105,-17,12,-2.5,2,-2.2,-11
CCOC(=O)C1(CCCc2ccccc2)CCN(C(=O)CCC2=NNC(=O)CC2)CC1,14,1,105,-9,4,1.5,-4,2.1,1
Cc1cnc(NC(=O)CSc2nnc(-c3ccccc3)n2Cc2ccccc2)s1,0,-2,105,-11,9,-1.3,3,0.7,1
CC(=O)Nc1nc2ccc(S(=O)(=O)N3CCCC3)cc2s1,-3,0,101,-7,1,0.3,16,1.0,4
COCCNCC#CCOc1ccc(OC)cc1,0,-8,101,-3,3,0.2,14,0.3,-11
COc1ccc(C(=O)ON=C2CCN(c3ccc([N+](=O)[O-])cc3)CC2)cc1,1,-6,100,-9,4,0.9,15,4.0,8
CC(=O)c1c(C)[nH]c(C(=O)OCc2cccc(Cl)c2)c1C,-4,2,100,-12,1,2.1,5,14,-8
CCOc1ccccc1NS(=O)(=O)c1cccs1,3,-6,107,-8,0,0.2,10,-0.7,-1
O=C(CN1C(=O)CCC1=O)Nc1ccc(Br)cc1,3,-2,106,-12,2,-0.6,14,-0.8,-7

# Record cards, from the list above. Screens in order: MEKK2mut PB1 HTS	GalR3 antagonist	MEKK2 WT-MEK5	OXTR potentiate	M18AAP inhibitor	OXTR ag	NALP1 inh	V1R ag counter	GPR7 antagonist
# Cc1cc(C)c(C(=O)N2CCCC(N3CCN(c4cccc(C(F)(F)F)c4)CC3)C2)o1 (stereo not drawn) is listed with 7	-2	105	-17	12	-2.5	2	-2.2	-11
# CCOc1ccccc1NS(=O)(=O)c1cccs1 is listed with 3	-6	107	-8	0	0.2	10	-0.7	-1

# Further records
SMILES,MEKK2mut PB1 HTS,GalR3 antagonist,MEKK2 WT-MEK5,OXTR potentiate,M18AAP inhibitor,OXTR ag,NALP1 inh,V1R ag counter,GPR7 antagonist
Cc1cc(C)cc(N(CC(=O)NC2CCCCCC2)S(=O)(=O)c2c(C)[nH]c(=O)[nH]c2=O)c1,7,0,104,-9,0,0.6,.,-0.1,-2
COc1ccc(CCNC(=O)c2n[nH]c(=O)c3ccccc23)cc1,-7,5,99,-11,-3,-0.3,-8,-0.3,2
CCCN1C(=O)/C(=C2/C=Cc3ccccc3N2CC)SC1=S,0,0,102,-12,3,-2.3,4,-1.7,-7
Cc1cccc(NC(=O)c2ccccc2C(=O)Nc2cccc(C)c2)c1,.,-6,.,4,.,-0.7,.,-1.4,.
Cc1oc(-c2ccccc2F)nc1CN1CCC(C(=O)NCCC2=CCCCC2)CC1,9,-7,124,-11,-8,-0.1,0,12,-5
Cc1cccc(C)c1NC(=O)NC1(C(=O)N2CCCCC2)CCCCC1,-5,-10,98,2,-6,0.6,-7,1.6,11
O=C(NCc1ccccn1)Nc1ccc(Cl)c(Cl)c1,1,-4,103,-7,-8,1.9,5,2.7,-4
CCN(CC)S(=O)(=O)c1cccc(NC(=O)COC(=O)c2ccc(Br)o2)c1,0,-6,97,-16,-2,9.2,-1,8.8,0
O=C(CCC(=O)c1ccc(F)cc1)OC1CCOC1=O (stereo not drawn),1,4,103,0,-7,-0.6,18,1.2,-6
Cc1cnc(C(=O)Nc2ccccc2-n2cccc2)cn1,-4,-2,99,-3,6,-2.0,-4,-0.8,-7
Cn1ncc(Cl)c1C(=O)N1CCN(c2ncccn2)CC1,-2,-3,96,-14,-4,0.3,2,2.0,13
O=Cc1c(-c2ccc(F)cc2)nc2ccccn12,0,-1,112,-7,-4,-1.7,-5,1.0,4

# 3 compounds out of the list above, ordered by the value under M18AAP inhibitor, rising:
Structure	MEKK2mut PB1 HTS	GalR3 antagonist	MEKK2 WT-MEK5	M18AAP inhibitor	NALP1 inh	GPR7 antagonist
O=C(NCc1ccccn1)Nc1ccc(Cl)c(Cl)c1	1	-4	103	-8	5	-4
O=C(CCC(=O)c1ccc(F)cc1)OC1CCOC1=O (stereo not drawn)	1	4	103	-7	18	-6
Cc1cc(C)cc(N(CC(=O)NC2CCCCCC2)S(=O)(=O)c2c(C)[nH]c(=O)[nH]c2=O)c1	7	0	104	0	.	-2

# Later entries
SMILES,MEKK2mut PB1 HTS,GalR3 antagonist,MEKK2 WT-MEK5,OXTR potentiate,M18AAP inhibitor,OXTR ag,NALP1 inh,V1R ag counter,GPR7 antagonist
O=C(CCSc1nnc(-c2ccncc2)o1)Nc1ccc(Cl)cc1,-5,-1,96,-10,-4,1.9,16,3.2,-3
CCN(CC)C1CCCCC1NS(=O)(=O)c1ccc(Cl)cc1 (stereo not drawn),9,4,111,-5,2,0.6,9,0.1,-9
Cc1nnc(NC(=O)Cn2nc(C)c3ccccc3c2=O)s1,-1,-5,104,-13,-12,-0.2,-21,0.9,-15
CCCc1ccc(-c2cc(NC(=O)CSc3nnc(N)s3)n(-c3ccccc3)n2)cc1,6,-4,85,-12,0,5.2,19,2.7,1
CCOc1ccc(-c2nnc(SCC(=O)NC3CC3)o2)cc1,.,-8,.,-2,.,0.5,.,1.8,.
CCNC(=S)N/N=C(\C)c1cccc(OC)c1,-3,-5,94,0,2,-2.6,-3,-0.6,8
CCC(C)NC(=O)Cn1nc([N+](=O)[O-])c(Cl)c1C (stereo not drawn),14,-3,101,-14,-18,-0.7,39,-0.6,0
O=C(NC1CC1)C1=C[C@@H](c2ccc(C(F)(F)F)cc2)C[C@@H](OCCCCO)O1,-6,-4,92,-1,.,-0.7,.,0.4,.
O=C(Nc1cc(F)ccc1F)C1CCCN1S(=O)(=O)c1cccc2nsnc12 (stereo not drawn),2,-7,96,-5,3,0.9,8,2.2,-12
COc1cccc(NC(=O)CN(C)C(=O)c2cc(S(=O)(=O)N3CCCCCC3)ccc2OC)c1,.,-1,.,-1,.,0.6,.,2.9,.
CC(CCc1ccccc1)NC(=O)c1ccc(-n2cncn2)c([N+](=O)[O-])c1 (stereo not drawn),.,3,.,0,.,-0.8,.,-0.2,.
Cc1cccc2cc(CN(C(=O)c3cccs3)c3ccccc3)c(=O)[nH]c12,-3,-8,91,-5,-3,-0.3,24,0.8,-2

# Entries listed so far that have a thiophene ring, fused or not:
SMILES,MEKK2mut PB1 HTS,GalR3 antagonist,MEKK2 WT-MEK5,OXTR potentiate,M18AAP inhibitor,OXTR ag,NALP1 inh,V1R ag counter,GPR7 antagonist
Cc1sc2ncn(CC(=O)N3CCC(C(N)=O)CC3)c(=O)c2c1S(=O)(=O)N1CCOCC1,-5,-7,94,-5,-1,-0.3,9,-0.1,-3
CCN(CC)CC(=O)Nc1sc(C)cc1C(=O)c1ccccc1,6,-10,106,4,3,-2.4,10,-1.9,-21
CCOc1ccccc1NS(=O)(=O)c1cccs1,3,-6,107,-8,0,0.2,10,-0.7,-1
Cc1cccc2cc(CN(C(=O)c3cccs3)c3ccccc3)c(=O)[nH]c12,-3,-8,91,-5,-3,-0.3,24,0.8,-2

# Additional records:
SMILES,MEKK2mut PB1 HTS,GalR3 antagonist,MEKK2 WT-MEK5,OXTR potentiate,M18AAP inhibitor,OXTR ag,NALP1 inh,V1R ag counter,GPR7 antagonist
CCn1cc(Cl)c(C(=O)NNC(=O)CCn2cc([N+](=O)[O-])cn2)n1,-2,-6,99,-2,9,-0.3,22,0.6,-5
N#C/C(=C(/O)CCl)c1nc(-c2ccccc2)cs1,-10,7,92,-3,-2,1.4,-5,-0.3,19*
CN(C)/C=C(/C(=O)c1ccc(F)cc1)S(=O)(=O)c1ccc(F)cc1,0,-5,99,-13,-10,0.2,-1,-0.4,-10
COC(=O)c1ccc(CSc2nc3c(cnn3-c3ccc(Cl)cc3)c(=O)[nH]2)o1,3,-6,103,.,4,.,0,.,2
O=C(Cn1ncc(Cl)c(Cl)c1=O)NCC1CCCCC1,-1,-3,101,0,-1,-1.9,40,-0.4,-9
COc1ccc(OC)c(C(=O)c2coc3ccc(OCC(=O)O)cc23)c1,-3,-6,100,-8,11,0.6,1,0.3,-8
O=C(OCC(=O)N1CCN(S(=O)(=O)c2ccc(Cl)cc2)CC1)c1cc(Br)ccc1O,.,-2,.,-9,.,0.4,.,0.0,.
Cc1ccccc1-n1nc2c(c1NC(=O)c1cc3ccccc3oc1=O)CS(=O)(=O)C2,5,-4,108,-3,-2,1.6,32,0.8,-6
COC(=O)c1c(C)[nH]c(C(=O)C(C)Sc2nnc(-c3cc(OC)c(OC)c(OC)c3)o2)c1C (stereo not drawn),-5,-2,95,-7,1,-0.1,-17,1.4,-12
CCOC(=O)n1c(O)c(N=NC(N)=S)c2cc(C)ccc21,-20,-2,69,0,14,1.5,14,0.1,7
O=C(CN1CCN(C(=O)c2ccco2)CC1)Nc1ccc2c(c1)OCO2,7,0,102,-6,6,-0.2,.,1.0,-11
O=C(N1CCOCC1)N1CCN(S(=O)(=O)c2ccc(F)cc2)CC1,4,-5,109,0,-4,1.4,10,-0.1,-9
Cc1ccc(C)c(Nc2cc(C(=O)NCc3cccnc3)c3ccccc3n2)c1,-2,-8,98,-6,-3,0.2,7,3.3,12
Cc1cc(Br)ccc1NC(=O)c1ccccc1-c1ccccc1,6,-4,111,2,4,-3.1,42,0.2,-7
COc1ccc(/C=N/Nc2nc(C)cc(-c3ccccc3)n2)cc1OC,17,-3,116,-6,5,-2.6,-2,-1.2,-4
CCN(CC)C(=O)c1sc2nc(-c3cccs3)cc(-c3ccc(Cl)cc3)c2c1N,-2,-4,87,-14,-10,-0.1,12,-0.6,-9
COc1ccc(C(=O)N2CCN(c3ccccc3Cl)CC2)cc1S(=O)(=O)NC1CC1,.,-7,.,-9,.,1.1,.,2.0,.
COc1ccc([N+](=O)[O-])cc1NC(=O)C(C)OC(=O)/C=C/c1ccco1 (stereo not drawn),1,-6,104,-3,-2,-1.2,23,1.0,10
O=C(NCc1ccccc1)[C@@H]1C[C@H]1[C@@H](NP(=O)(c1ccccc1)c1ccccc1)c1ccccc1,7,-5,97,9,-2,-1.4,25,-1.2,-11
CN(CC(O)COCc1ccc2c(c1)OCO2)C1CCCCC1 (stereo not drawn),0,1,117,-8,-4,0.3,29,-0.6,-12
Nc1nonc1C(=O)NCCNCc1cc(Br)ccc1OCc1ccc(F)cc1,10,-8,121,-8,-5,20*,4,13,16
NC(=O)COC(=O)c1cc(S(=O)(=O)N2CCOCC2)ccc1N1CCCCC1,10,6,105,-5,3,0.9,-2,0.2,-3
C/C(=N\NC(=O)Cn1c(-c2ccccn2)nc2ccccc21)c1ccccc1,-1,0,101,1,-7,2.0,26,0.2,-7
N#Cc1nc(-c2ccc([N+](=O)[O-])cc2)oc1N1CCCCC1,2,-7,104,-12,2,0.1,15,0.6,6
Cn1nccc1C(=O)NC1CCCc2c1cnn2-c1ccc(F)cc1F (stereo not drawn),7,99*,110,-11,-10,14,2,9.3,15
